Screening results as filed in PubChem BioAssay.
ERG-DNA inh: ERG Ets/DNA interaction inhibition. P11308. fluorescence polarization, His-ERG Ets domain / labelled DNA. Potency, µM (doses to about 76.9 µM), without a hit: at the highest dose FP activity, negative = inhibition, hits mostly inhibitors. 0.028% of 370,000 active. AID 624246; active = well fitted inhibition curve with a large enough effect in the polarisation, with a control signal flat; inconclusive = small, poorly fitted or top-dose-only effect, or effect the other way, or a change in a side signal; inactive = no such curve, though single readings can be large or run the other way; the % refers to the polarisation;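 also: polarization taken with two DNA probes labelled with fluorescein and Texas red; potency is read from the fitted curve at half-maximal effect; % of control where 0% means no effect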
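His-tagged ERG Ets domain (1 uM in the protein solution; 300mM KCl, 50mM Tris-HCl, 1mM EDTA, 1mM DTT, pH 7.5) received compound, then a probe mix of 5 nM fluorescein-DNA and 100nM Texas-615-DNA. Fluorescence polarization was read for both dyes.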
JMJD2A Tudor inh: inhibitors of human JMJD2A Tudor domain. Potency, µM (series often up to 114 µM), for inactives: top-dose activity change, negative = inhibition, usual class: inhibitors. AlphaScreen JMJD2A-Tudor / H3K4me3 peptide binding. 4.4% of 390,000 active; also: potency is read from the fitted curve at half-maximal effect; % is scaled to controls: 0 for no effect and ±100 for the full control effect; nearly all actives have a fitted effect of over 50% in size
G9a block: inhibitors of human histone lysine methyltransferase G9a | Q96KQ7 | G9a H3K9 monomethylation, AlphaScreen, 2 h | Potency, µM (titrated, usually from 102 µM), for the others: at the highest dose activity, negative = inhibition, most hits filed as inhibitors | 8.8% of 350,000 active | AID 504332; also: potency is read from the fitted curve at half-maximal effect; % is scaled to controls: 0 for no effect and ±100 for the full control effect; nearly all actives have a fitted effect of over 75% in size
Target sequence (Q96KQ7 913-1193 limits assumed): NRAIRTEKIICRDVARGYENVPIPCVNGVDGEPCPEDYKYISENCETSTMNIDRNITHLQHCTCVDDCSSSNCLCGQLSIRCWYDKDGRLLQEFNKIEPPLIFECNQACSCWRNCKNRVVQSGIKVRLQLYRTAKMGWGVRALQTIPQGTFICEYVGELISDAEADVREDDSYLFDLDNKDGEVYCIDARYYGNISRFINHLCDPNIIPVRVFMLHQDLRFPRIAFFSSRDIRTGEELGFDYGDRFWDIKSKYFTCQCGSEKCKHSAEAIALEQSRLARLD
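Using a bead-based AlphaScreen, monomethylated H3K9 product from 2 h room-temperature reactions (G9a 20 nM, peptide 500 nM, SAM 20 uM) was detected with 0.5 ug/mL rabbit anti-H3K9me1 antibody.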
PI4K2A block: inhibitors of human PI4K2A. AID 1346378. purified PI4K2A, ADP-Glo luminescence, 1 h; hits give low values. activity change, negative = inhibition, % at 76.9 µM. 0.13% of 420,000 active. Q9BTU6; in the data active = activity change below about -50%; inconclusive = mostly about -30% to -49%;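 also: -100% = wells without enzyme as full effect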
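ADP-Glo luminescence measured ADP generated by PI4K2A enzyme (4 ug/mL before mixing) with 1.2 mM PI substrate (pre-mix) and 300 microM ATP (pre-mix). Tris pH7.5 buffer with MgCl2, Triton X-100; 1 h reaction at ambient temperature.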
Tb PGK inh: inhibitors of T. brucei phosphoglycerate kinase; P07378; PGK/GAPDH coupled, Kinase-Glo luminescence, 60 min; Potency, µM (series often up to 57.5 µM), inactives show at the top dose activity change, negative = inhibition, hits mostly inhibitors; 0.043% of 380,000 active; AID 602233; also: potency is read from the fitted curve at half-maximal effect; % is scaled to controls: 0 for no effect and ±100 for the full control effect; nearly all actives have a fitted effect of over 60% in size
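Luminescent ATP detection (Kinase-Glo Plus) follows a 60-minute room-temperature incubation, with wells lacking PGK as controls. Buffer: 100 mM TEA (pH 7.6), 5 mM MgCl2, 0.01% Tween-20. Coupling enzyme GAPDH (100 nM final) supplies unstable 1,3-BPG in-well.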
Pin1 inhibitor: blocks the human prolyl isomerase Pin1; Q13526; 0.009% of 390,000 active; Pin1 FP peptide displacement, HiFluor488, 10 min; AID 504891; Potency, µM (doses to about 115 µM), without a hit: at the highest dose activity, negative = inhibition, usual class: inhibitors; active = well fitted inhibition curve with a large enough effect in the polarisation, with a control signal flat, not every such curve was filed as active; inconclusive = small, poorly fitted or top-dose-only effect, or effect the other way, or a change in a side signal; inactive = no such curve, though single readings can be large or run the other way; the % refers to the polarisation; also: potency is read from the fitted curve at half-maximal effect; % is scaled to controls: 0 for no effect and ±100 for the full control effect
GLS inhibitor: inhibitors of human glutaminase (GLS). O94925. GLS enzymatic activity, qHTS titration. Potency, µM (highest dose often 45.5 µM), inactives show at the highest dose activity change, negative = inhibition, actives largely listed as inhibitors. 0.21% of 410,000 active; also: potency is read from the fitted curve at half-maximal effect; % is scaled to controls: 0 for no effect and ±100 for the full control effect
Target sequence (O94925 whole entry, looked up): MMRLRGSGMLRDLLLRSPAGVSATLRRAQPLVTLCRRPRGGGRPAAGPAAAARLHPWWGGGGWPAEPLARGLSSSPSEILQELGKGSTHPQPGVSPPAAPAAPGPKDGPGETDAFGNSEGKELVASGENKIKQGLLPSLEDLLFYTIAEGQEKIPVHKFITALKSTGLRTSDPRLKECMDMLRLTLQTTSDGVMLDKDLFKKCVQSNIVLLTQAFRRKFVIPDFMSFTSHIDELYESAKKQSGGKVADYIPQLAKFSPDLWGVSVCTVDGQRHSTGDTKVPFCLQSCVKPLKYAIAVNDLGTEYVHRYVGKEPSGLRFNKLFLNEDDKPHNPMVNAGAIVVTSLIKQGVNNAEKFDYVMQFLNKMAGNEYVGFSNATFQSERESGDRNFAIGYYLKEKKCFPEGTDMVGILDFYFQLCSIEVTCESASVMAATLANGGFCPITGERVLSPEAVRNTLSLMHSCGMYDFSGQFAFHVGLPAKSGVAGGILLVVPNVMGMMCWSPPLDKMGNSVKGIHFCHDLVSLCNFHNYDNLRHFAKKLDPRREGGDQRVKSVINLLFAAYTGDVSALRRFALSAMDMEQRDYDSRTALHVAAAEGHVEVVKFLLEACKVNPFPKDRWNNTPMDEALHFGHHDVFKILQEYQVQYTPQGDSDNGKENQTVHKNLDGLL
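hKGA in 45 mM KH2PO4 pH 8.2, 0.02% Tween-20 with pin-transferred compounds; 1 mM L-glutamine (stock) plus glutamate oxidase/HRP/Amplex Red coupling added. Fluorescence read initially and after 30 min at RT.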
BAZ2B inh: BAZ2B (human) inhibition; Q9UIF8; AlphaScreen BAZ2B-H3K14Ac peptide displacement; Potency, µM (doses to about 114 µM), for the others: at the highest dose activity change, negative = inhibition, most hits filed as inhibitors; 4.4% of 360,000 active; also: potency is read from the fitted curve at half-maximal effect; % is scaled to controls: 0 for no effect and ±100 for the full control effect; nearly all actives have a fitted effect of over 60% in size
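Protein-peptide AlphaScreen: BAZ2B 50 nM, b-H3K14Ac 50 nM, 1x PBS pH 7.4 + 0.01% Tween-20. Preincubation 30 min RT; cpd 30 min RT (top 110 uM); beads 20 min RT, light-protected.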
HP1b chromo inh: blocks HP1-beta chromodomain binding to methylated histone tails. Potency, µM (series often up to 114 µM), inactives show at the highest dose activity change, negative = inhibition, most hits filed as inhibitors. 0.56% of 390,000 active. AlphaScreen HP1-beta / biotin-H3K9me3 peptide binding. P83916; also: potency is read from the fitted curve at half-maximal effect; nearly all actives have a fitted effect of over 70% in size; inactives centre near 23
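Compound inhibition of the preformed complex between 50 nM HP1-beta and 50 nM biotinylated H3K9me3 peptide was read by AlphaScreen. Buffer was PBS pH 7.4 with 0.01% Tween-20. Incubations ran 30 min at room temperature, with 10 ug/mL donor/acceptor beads.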
* = called active by the depositor; i = inactive; ? = inconclusive; / = no result given; [ ] = remark or other dose. Unless noted, calls follow the shape of the dose curve; as a rule, active = well fitted curve in the direction sought with a large enough effect; inconclusive = small, poorly fitted or top-dose-only effect, or another doubt; inactive = no such curve, though single readings can be large; an effect the other way counts as inactive or inconclusive.

ERG-DNA inh,JMJD2A Tudor inh,G9a block,PI4K2A block,Tb PGK inh,Pin1 inhibitor,GLS inhibitor,BAZ2B inh,HP1b chromo inh,smiles
10.7%,-10.3%,38.9%,-8.1,i,-8.3%,1.0%,1.0%,37.4%,CC1CC(C)CN(C(=O)CCCNC(=O)c2ccc(Cl)cc2)C1 (stereo not drawn)
-0.8%,?,?,3.1,i,0.9%,-14.4%,?,-22.0%,Cc1[nH]c2ccccc2c1C(c1ccncc1)N1CCN(c2ccc(F)cc2)CC1 (stereo not drawn)
-6.5%,-4.5%,/,-4.0,5.7%,18.1%,-12.8%,-11.0%,23.4%,COc1ccc([N+](=O)[O-])cc1NC(=O)c1csc(C)c1
0.5%,-8.0%,3.0%[59 µM],0.3,-8.7%,21.4%,4.8%,-15.6%,17.8%,CCOc1ccccc1CNC(=O)C1CCN(Cc2cc3ccccc3n2Cc2ccccc2)CC1
-0.5%,74.1%[activator],121.6%[activator],-1.1,5.6%,1.4%,3.8%,69.1%[activator],73.0%[activator],Cc1noc(C)c1COC(=O)c1csc2c1CCCC2
-2.5%,-32.8%,4.0%[59 µM],1.1,-0.5%,-2.4%,-0.6%,-34.7%,25.1%,COc1ccc(-c2oc3ncn(CCN4CCOCC4)c(=N)c3c2-c2ccc(OC)cc2)cc1
-12.6%,?,-10.4%[59 µM],2.9,0.5%,6.1%,12.8%,-15.7%,-24.6%,Cc1cc(NC(=O)CSc2cn(CCNC(=O)c3ccc(F)cc3)c3ccccc23)no1
1.5%,-11.5%,79.4µM*,-9.1,i,-0.6%,-0.3%,-20.4%,12.2%,c1ccc(OCC2CCNCC2)nc1
-8.1%,-9.2%,8.4%[0.501 µM],-2.2,-0.9%,10.3%,-5.2%,-6.7%,12.4%,CCCCn1c(N)c(N(CCOC)C(=O)COC(=O)COc2c(C)cccc2C)c(=O)[nH]c1=O
12.5%,1.7%,0.5%,0.8,-6.9%,-2.6%,0.0%,-23.8%,27.2%,CC(=O)Nc1ccc(N2C(=O)CSC2c2cccc([N+](=O)[O-])c2)cc1 (stereo not drawn)
3.3%,-9.7%,-5.6%,1.9,i,33.6%[activator],0.3%,-7.5%,-4.0%,COc1ccc(NC(=O)CNC(=O)c2nn(-c3ccc(OC)c(Cl)c3)c(=O)c3ccccc23)c(OC)c1
-2.4%,-11.0%,-21.7%,2.6,-5.4%,1.5%,-7.9%,-30.4%,-2.6%,CC(C)(C)c1ccc(C(=O)NC(=S)NCc2ccco2)cc1
6.2%,-11.4%,27.7%[59 µM],-5.3,12.5%,-8.1%,7.9%,3.2%,16.4%[57 µM],Cc1cccc(-c2nn3c(=O)cc(CN4CCN(C(=O)/C=C/c5ccccc5)CC4)nc3s2)c1
3.0%,?,-42.8%,-9.9,-2.1%,23.1%,-2.8%,?,-15.1%,CC(C)CCC1(C)NC(=O)N(CC(=O)c2ccc[nH]2)C1=O (stereo not drawn)
-0.9%,56.2µM*,7.08µM*,-24.4,3.3%,-0.5%,22.6%,35.5µM*,?,COc1ccc(/C=N\NC(=O)c2cc(O)c(O)c(O)c2)cc1CN1CCN(c2ccc(F)cc2)CC1
3.1%,-22.2%,-2.9%[59 µM],6.3,?,?,39.0%[activator],9.5%,2.4%,Cc1nc(S/C(=C/c2ccc(-c3ccc(Cl)cc3)o2)C(=O)O)n[nH]1
6.2%,2.1%,/,-2.0,-4.4%,1.8%,-16.3%,13.0%,29.5%,CCc1ccccc1NC(=O)NCCN1CCCCC1
-3.5%,?,?,0.5,i,0.0%,3.7%,?,-16.5%,Nc1nc(Nc2ccccc2F)sc1C(=O)c1ccc(Cl)cc1
-6.6%,-12.8%,-3.7%,-1.8,-2.5%,0.3%,-16.3%,-4.6%,-5.6%,Cc1ccc(C(=O)N/C(=C\c2ccc(F)cc2)C(=O)NCCN2CCOCC2)cc1
-1.9%,-8.2%,-5.5%[59 µM],3.3,i,-11.5%,2.9%,-2.4%,8.7%,O=C(CN1C(=O)c2ccccc2S1(=O)=O)NC1CCCC1

(continued)
ERG-DNA inh,JMJD2A Tudor inh,G9a block,PI4K2A block,Tb PGK inh,Pin1 inhibitor,GLS inhibitor,BAZ2B inh,HP1b chromo inh,smiles
17.4%,-16.4%,/,-4.5,-6.0%,?,?,-14.4%,10.4%,O=C(C=C=Nc1ccccc1)C(=O)N=C=Cc1ccccc1
-0.9%,-11.7%,11.5%[59 µM],1.4,-1.3%,-5.1%,5.0%,6.4%,22.8%,Cn1c(=O)oc2cc(S(=O)(=O)Nc3ccc4c(c3)OCCO4)ccc21
-5.4%,-12.1%,-46.6%[59 µM],-3.4,/,24.7%,-1.3%,3.0%,18.9%,O=C(Nc1ccc(Cl)c(-c2nc3cc(Cl)ccc3o2)c1)c1cc2ccccc2o1
-5.6%,-11.5%,10.3%[59 µM],-1.7,3.3%,-6.4%,4.4%,4.1%,28.5%,CCC1Sc2ccccc2N(CC(=O)NCc2ccccc2OC)C1=O (stereo not drawn)
-2.6%,142.1%[activator],31.5%[0.501 µM],7.1,0.8%,-5.8%,5.3%,117.0%[activator],170.8%[activator],CCOc1ccc(Cc2c(Cl)nc(SC)nc2OC)cc1
-2.6%,-4.1%,?,-0.7,-0.1%,-9.7%,3.0%,-18.2%,26.3%,CCN(CC)CCOC(=O)c1ccc(NC(=O)CNC(=O)c2ccccc2)cc1
1.2%,-9.5%,21.5%,-7.3,i,26.7%,-2.2%,9.9%,26.7%,COc1ccc(C)cc1S(=O)(=O)N(CC(=O)NCc1ccc(Cl)cc1)Cc1ccccc1
4.8%,-18.6%,/,1.2,-5.6%,1.8%,-7.7%,/,5.7%[57 µM],Cc1ccc(S(=O)(=O)N2CCN(CCc3ccncc3)CC2)cc1
2.0%,6.31µM*,/,4.0,6.7%,3.8%,6.4%,0.3%,?,Cc1ccc(N=Nc2c(C)[nH]n(-c3ccccc3)c2=O)cc1
12.0%,-18.3%,-4.2%[2.33 µM],-6.5,-2.9%,-3.7%,-22.0%,0.6%,63.6%[activator],O=C(CSc1nnc(C2CC2)n1C1CC1)Nc1cccc(Br)c1
2.7%,0.0%,14.4%,-3.1,-7.9%,-3.3%,-0.9%,4.6%,21.4%,O=C(Nc1cccc(F)c1)NC1(C(=O)NCC2CCCO2)CCCCC1 (stereo not drawn)
-1.2%,-11.2%,8.1%[59 µM],2.2,-3.4%,20.7%,0.4%,-34.8%,22.5%,COc1ccc(C2c3c(ccc4ccccc34)Oc3ncn4nc(Cc5ccccc5)nc4c32)cc1OC (stereo not drawn)
8.0%,-14.2%[57.1 µM],-6.0%[59 µM],-3.6,-8.8%,-0.7%,7.9%,-3.3%,-9.1%,Cc1cc(C)n(-c2ccc(C(=O)OCC(=O)Nc3cc(Cl)ccc3[N+](=O)[O-])cc2)n1
4.4%,-21.6%,?,1.8,5.6%,-9.9%,19.5%,-3.6%,19.9%,O=C(NCc1ccco1)c1ccccc1NS(=O)(=O)c1cccs1
-7.9%,-9.6%,2.7%,1.6,6.1%,1.6%,11.8%,1.3%,19.0%,COc1ccc(S(=O)(=O)N(C)c2ccc(C(=O)N3CCCC3)cc2)cc1
-4.9%,9.1%,-11.5%[59 µM],11.1,-2.5%,-5.2%,-9.9%,-3.7%,36.2%,O=C(CN1C(=O)NC(c2ccccc2)(c2ccccc2)C1=O)N1CCOCC1
12.2%,-2.7%,2.3%,1.1,1.5%,6.3%,3.8%,5.1%,31.0%,CCOc1ccc(C(=O)NNC(=O)c2cc(C)oc2C)cc1
-4.5%,-3.4%,1.4%,-0.8,-5.5%,17.6%,-8.9%,4.1%,39.9%,CCN(CC(=O)Nc1cc(S(=O)(=O)N2CCCCC2)ccc1C)Cc1ccccc1
-2.7%,-18.2%,-25.7%,-2.2,-1.5%,?,7.6%,7.6%,-2.6%,CC(C)NC(=O)[C@@H]1CSC2c3ccccc3C(=O)N21 (stereo partly drawn)
1.6%,-11.7%,-8.3%[59 µM],-4.4,0.0%,-1.4%,-2.8%,-18.2%,8.1%,CC1Cc2cc(S(=O)(=O)CCC(=O)Nc3ccc(Cl)cc3F)ccc2N1C(=O)C1CC1 (stereo not drawn)
4.1%,-24.5%,/,1.7,0.9%,1.8%,3.5%,/,7.4%,COc1ccc(CNS(=O)(=O)CCNCCc2ccccc2)cc1

Sorted by the number under HP1b chromo inh (ascending): some entries from above.
ERG-DNA inh,JMJD2A Tudor inh,G9a block,PI4K2A block,Tb PGK inh,Pin1 inhibitor,GLS inhibitor,BAZ2B inh,HP1b chromo inh,smiles
1.5%,-11.5%,79.4µM*,-9.1,i,-0.6%,-0.3%,-20.4%,12.2%,c1ccc(OCC2CCNCC2)nc1
-0.9%,-11.7%,11.5%[59 µM],1.4,-1.3%,-5.1%,5.0%,6.4%,22.8%,Cn1c(=O)oc2cc(S(=O)(=O)Nc3ccc4c(c3)OCCO4)ccc21
-2.5%,-32.8%,4.0%[59 µM],1.1,-0.5%,-2.4%,-0.6%,-34.7%,25.1%,COc1ccc(-c2oc3ncn(CCN4CCOCC4)c(=N)c3c2-c2ccc(OC)cc2)cc1
12.2%,-2.7%,2.3%,1.1,1.5%,6.3%,3.8%,5.1%,31.0%,CCOc1ccc(C(=O)NNC(=O)c2cc(C)oc2C)cc1
